XiGFP reactiv: activators of inactive X chromosome reactivation, primary screen, imaging, XiGFP fibroblasts, GFP high-content imaging, set 2 | activation, % at 7.58 µM | XiGFP mouse fibroblasts, % GFP-positive cells imaging, 3 d; cells co-treated with 5-aza-dC sensitizer; scaled so ellipticine positive control = 100% | 360,000 compounds, 0.055% hits;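 active means mean normalized replicate activation at least 10% and every replicate at or above 10%; inconclusive means only one of the two criteria met; inactive means mean below 10% and not all replicates reach 10%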;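 further: 0% = median of on-plate neutral control wells and 100% = ellipticine 6 µM median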
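System: SV40-immortalized XiGFP fibroblast cells, line 68-5-11 / Incubation: 3-day compound exposure, then 15 min fixation at room temperature / Compound: single concentration per compound, delivered by pin transfer / Buffer or medium: DMEM plus 5-aza-dC sensitizer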
C2C12 statin: suppressors of statin myotoxicity in C2C12 myotubes, primary screen, cell-based, single point, plate reader; rescue of ATP level, % at 7.49 µM; 330,000 compounds, 0.78% hits; C2C12 myotubes + simvastatin, ATP luminescence, 48 h; scaled: DMSO 0, geranylgeraniol control 100; AID 602340, 2012;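 active means mean ATP rescue above about 67%, or every replicate alone reaching that limit, limit read from the data, passing the limit was not always enough; inconclusive means no clear call, values can overlap the other calls; inactive means mean under the limit and some replicate under it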;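 further: myotubes were challenged with 10 µM simvastatin during compound exposure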
PGC1a acetyl inh: inhibitors of PGC1a acetylation signal, primary screen, cell-based, U2OS, AlphaScreen, inhibitor mode; AlphaScreen anti-acetyl-lysine; with virally co-expressed GCN5 acetyltransferase; inhibition, % at 15.6 µM; 350,000 compounds, 0.17% hits; AID 651687, 2012;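 active means every replicate shows inhibition of at least 40%; inconclusive means mean inhibition at least 40% but some replicate below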;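 further: 0% = neutral control wells and 100% = positive control wells; some results beyond the cut were filed as inactive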
LGR2 inh: inhibitors of bursicon-induced LGR2 CRE-luciferase signal, primary screen, cell-based, HEK293, CRE-luciferase reporter, bursicon stimulation | Drosophila bursicon receptor LGR2 (rickets) | bursicon-stimulated, 4 h | inhibition, % at 9.99 µM | 380,000 compounds, 0.35% hits | AID 720647, 2013;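 active means drop in luminescence signal, shown as inhibition above about 50% in the replicate tests, limit read from the data, passing the limit was not always enough; inconclusive means probably only some replicates passing the limit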;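 further: agonist challenge used bursicon conditioned medium at about half maximal strength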
S100A4 MyoIIA: inhibitors of S100A4-myosin IIA peptide binding, primary screen, biochemical, fluorescence polarization, TAMRA-MyoIIA peptide | Protein S100-A4 (Homo sapiens), P26447 | inhibition, % at 10.7 µM | 360,000 compounds, 0.14% hits;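 active means mean inhibition of at least 70% across replicates, with every replicate also reaching that level; inconclusive means mean inhibition reaches 70% but some replicates fall short; inactive means mean inhibition below 70%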
Target sequence (P26447 whole entry, looked up): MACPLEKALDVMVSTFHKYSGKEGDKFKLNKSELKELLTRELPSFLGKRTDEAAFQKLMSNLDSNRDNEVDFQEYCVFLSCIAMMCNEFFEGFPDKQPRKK
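assay system = human S100A4 monomer with TAMRA-labelled myosin IIA peptide | also added = labelled myosin peptide probe, 5 nM | incubation = 5 min between mix addition and reading | control set = DMSO and TFP controls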
Cneo AK release: Cryptococcus neoformans cell lysis inducers, primary screen, AK release luminescence, single concentration. C. neoformans lysis, adenylate kinase release luminescence, 4 h; normalised: neutral wells 0, clomiphene wells 100. lysis activity, % at 15 µM. 360,000 compounds, 0.2% hits;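 active means mean lysis activity across replicates of at least 80%, whatever share of replicates individually reach that level; inactive means mean lysis activity below 80%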
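Assay system: C. neoformans cells. Amount: yeast cell density of 5 × 10^6 cells/mL. Technique: AK luminescence. Buffer or medium: YPD. Times: static 4 h at 37 °C with compound, 1 h detection. Dosing: single-point compound dose. Read-out: lysis from increased AK signal.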
ERAP1 inh: human ERAP1 aminopeptidase inhibitors, primary screen, biochemical, single point, plate reader; Endoplasmic reticulum aminopeptidase 1 (Homo sapiens), Q9NZ08; recombinant ERAP1, Leu-AMC fluorescence, 60 min; inhibition, % at 10.7 µM; 340,000 compounds, 0.15% hits;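 active means mean replicate inhibition of at least 30%, or all replicates individually reaching that 30% level; inactive means mean below 30% and not every replicate reaching it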;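 further: 0% = neutral control wells and 100% = L-leucinethiol positive control wells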
SIRT5 inh: SIRT5 desuccinylase inhibitors, primary screen, biochemical, fluorescence imaging, single point, set 5 | inhibition, % at 15 µM | NAD-dependent protein deacylase sirtuin-5, mitochondrial (Homo sapiens), Q9NXA8 | AID 652115, 2013 | Purified SirT5, succinyl-peptide AMC, trypsin-coupled fluorescence | 330,000 compounds, 1.1% hits; in the data active means inhibition above about 15%; inconclusive means no clear call, values can overlap the other calls
Target sequence (Q9NXA8 whole entry, looked up): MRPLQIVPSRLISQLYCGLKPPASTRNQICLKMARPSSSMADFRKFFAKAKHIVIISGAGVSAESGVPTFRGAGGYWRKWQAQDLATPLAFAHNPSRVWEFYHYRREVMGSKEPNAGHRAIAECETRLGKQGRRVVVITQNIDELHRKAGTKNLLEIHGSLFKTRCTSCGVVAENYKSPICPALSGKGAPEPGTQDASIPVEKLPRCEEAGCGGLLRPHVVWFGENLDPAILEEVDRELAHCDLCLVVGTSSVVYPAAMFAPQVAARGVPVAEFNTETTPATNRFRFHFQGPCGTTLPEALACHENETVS
* hit, by the source's call; & = joins results of further samples. A portion of the library, so the mix of outcomes need not match the whole.

`O=C(N/N=C/c1cc(Br)ccc1O)C(c1ccncc1)N1CCOCC1` (stereo not drawn) gave XiGFP reactiv 0.1, PGC1a acetyl inh -2, LGR2 inh 20 and Cneo AK release 0.
`CC12CCCCN1CCCc1c2[nH]c2ccccc12` (stereo not drawn) gave C2C12 statin 46, PGC1a acetyl inh -9, LGR2 inh 5, S100A4 MyoIIA 2&14, Cneo AK release 2, ERAP1 inh 0 and SIRT5 inh -6.
For O=C(Nc1ccc(N2CCN(C(=O)c3ccccc3)CC2)c(Cl)c1)c1ncn[nH]1 the results were C2C12 statin 16, PGC1a acetyl inh 1, LGR2 inh 2, S100A4 MyoIIA 1, Cneo AK release -2 and SIRT5 inh -2.
For COc1ccccc1CNC(=O)C[C@@H]1C[C@@H]2c3cc(NC(=O)c4cccnc4)ccc3O[C@@H]2[C@H](CO)O1 the results were XiGFP reactiv 0.0, C2C12 statin 1, PGC1a acetyl inh -1, LGR2 inh 0, S100A4 MyoIIA -5, Cneo AK release -1, ERAP1 inh 4 and SIRT5 inh -2.
`COc1cccc(S(=O)(=O)Nc2ccc3c(c2)OC[C@H](C)NC[C@H](C)[C@@H](OC)CN(C)C3=O)c1` gave XiGFP reactiv 0.0, PGC1a acetyl inh 7, LGR2 inh -3, S100A4 MyoIIA -10, ERAP1 inh 6 and SIRT5 inh 0.
CCOc1cc(/C=N/NC(=O)c2ccccn2)ccc1OC(=O)c1cccs1 was read as XiGFP reactiv 0.1, C2C12 statin -10, PGC1a acetyl inh -6, LGR2 inh -6, S100A4 MyoIIA -11, Cneo AK release 4, ERAP1 inh 0 and SIRT5 inh 0.
Screening COc1ccc(S(=O)(=O)N2CCN(CC(=O)Nc3ccccc3Cl)CC2)cc1 returned XiGFP reactiv 0.5, C2C12 statin 5, PGC1a acetyl inh -2, LGR2 inh -6, S100A4 MyoIIA 0, Cneo AK release 1, ERAP1 inh -5 and SIRT5 inh 7.
CC(=O)N1CCC(C(=O)N2c3ccccc3N=C(c3ccc4c(c3)OCO4)C2C(=O)Nc2c(C)cccc2C)CC1 (stereo not drawn) was read as XiGFP reactiv 0.2, LGR2 inh -18, S100A4 MyoIIA -2 and ERAP1 inh 8.
Screening Cc1ccc(S(=O)(=O)N2CCOCC2)cc1C(=O)N1CCN(c2ncccn2)CC1 returned XiGFP reactiv 0.1, C2C12 statin -4, PGC1a acetyl inh 6, LGR2 inh 4, S100A4 MyoIIA 1, Cneo AK release 0, ERAP1 inh -4 and SIRT5 inh -5.
COC(c1ccccc1)c1nnc(CCC(=O)NCCc2ccc(Cl)cc2)o1 (stereo not drawn) was read as XiGFP reactiv 0.4, C2C12 statin 1, PGC1a acetyl inh 2, LGR2 inh -1, S100A4 MyoIIA 0, Cneo AK release 5, ERAP1 inh 0 and SIRT5 inh 1.
`C[C@@H]1Cn2cnc(C(=O)NCC(=O)OC(C)(C)C)c2C(=O)N1` gave XiGFP reactiv 0.2, C2C12 statin 4, LGR2 inh -1, S100A4 MyoIIA 1, Cneo AK release -1, ERAP1 inh 1 and SIRT5 inh -3.
For CNc1nc(N)c([N+](=O)[O-])c(NCCO)n1 the results were XiGFP reactiv 0.0, C2C12 statin 0, LGR2 inh -2, S100A4 MyoIIA 2, Cneo AK release -1, ERAP1 inh 3 and SIRT5 inh 8.
`Cc1cccc(NC(=O)c2ccc3c(c2)OCCO3)c1` gave XiGFP reactiv 0.1, C2C12 statin -46, LGR2 inh inconclusive, S100A4 MyoIIA -4, Cneo AK release -3, ERAP1 inh 2 and SIRT5 inh -1.
Screening COc1cc2ccccc2cc1C(=O)N/N=C/c1cccs1 returned XiGFP reactiv 1.1, C2C12 statin -46, PGC1a acetyl inh 5, LGR2 inh -16, S100A4 MyoIIA 2, Cneo AK release -1 and ERAP1 inh 0.
Screening COc1cccc(/C=N/NC(=O)C(=O)N2CCCC2)c1O returned C2C12 statin 1, PGC1a acetyl inh 3, LGR2 inh -3, S100A4 MyoIIA -7, Cneo AK release 4, ERAP1 inh 0 and SIRT5 inh -1.
O=C(c1cccc(S(=O)(=O)Nc2ccccc2Cl)c1)N1CCN(C(=O)c2ccco2)CC1 was read as XiGFP reactiv 0.0, C2C12 statin 2, PGC1a acetyl inh -10, LGR2 inh 10, S100A4 MyoIIA -2, Cneo AK release -2, ERAP1 inh -2 and SIRT5 inh 1.
CCCNC(=O)N1[C@H](C#N)[C@H](c2ccccc2C2=CCCC2)[C@@H]1CO was read as XiGFP reactiv 0.0, PGC1a acetyl inh 0, LGR2 inh 3, S100A4 MyoIIA 10, ERAP1 inh 2 and SIRT5 inh 2.
CCCCOC(=O)c1ccc(NC(=O)COC(=O)C2CSC3(C)CCC(=O)N23)cc1 (stereo not drawn) was read as XiGFP reactiv 0.4, C2C12 statin 15, LGR2 inh -29, S100A4 MyoIIA -3, ERAP1 inh 2 and SIRT5 inh -2.
Screening COc1cc(C=O)ccc1OCC(=O)Nc1ccc2c(c1)OCO2 returned XiGFP reactiv 0.0, C2C12 statin 1, PGC1a acetyl inh 8, LGR2 inh -6, S100A4 MyoIIA 7, Cneo AK release -2, ERAP1 inh 0 and SIRT5 inh 1.
COc1ccc(S(=O)(=O)N(C)C[C@H]2OCCCC[C@@H](C)Oc3ccc(NC(=O)Nc4ccc(C(F)(F)F)cc4)cc3C(=O)N([C@@H](C)CO)C[C@@H]2C)cc1 was read as XiGFP reactiv -0.9, C2C12 statin -66, PGC1a acetyl inh 11, LGR2 inh 8, S100A4 MyoIIA 0, Cneo AK release -5, ERAP1 inh -1 and SIRT5 inh -1.
For COc1cccc(Cl)c1NC(=O)N1CCN(c2ccnc3cc(Cl)ccc23)CC1 the results were XiGFP reactiv 0.2, LGR2 inh 7, S100A4 MyoIIA -2, ERAP1 inh 0 and SIRT5 inh -2.
Screening N#CC12COC3(CCCCC3C1(C#N)C#N)OC2=N (stereo not drawn) returned XiGFP reactiv 0.1, LGR2 inh -3, S100A4 MyoIIA 79*, ERAP1 inh 12 and SIRT5 inh 2.
O=C(COC(=O)CNC(=O)c1ccccc1)Nc1ccc(S(=O)(=O)N2CCCC2)cc1 was read as XiGFP reactiv 0.0, PGC1a acetyl inh -20, S100A4 MyoIIA -2, ERAP1 inh 3 and SIRT5 inh -1.
O=C(c1ccncc1)N1CCN(S(=O)(=O)c2cccc(Cl)c2)CC1 was read as XiGFP reactiv 0.3, C2C12 statin 10, PGC1a acetyl inh 1, LGR2 inh 30, S100A4 MyoIIA -2, Cneo AK release -2, ERAP1 inh -3 and SIRT5 inh 1.
Screening COCC#Cc1ccc2c(c1)O[C@@H](CN(C)C)[C@H](C)CN([C@H](C)CO)S2(=O)=O returned XiGFP reactiv -0.4, C2C12 statin -5, PGC1a acetyl inh -1, LGR2 inh -15, S100A4 MyoIIA -3, Cneo AK release 3, ERAP1 inh 0 and SIRT5 inh 0.
Screening CC(=O)Nc1ccc2c(c1)C(=O)N(C)[C@@H]1CC[C@@H](CC(=O)NCc3ccc(Cl)cc3)O[C@H]1CO2 returned XiGFP reactiv -0.1, C2C12 statin -23, PGC1a acetyl inh -1, LGR2 inh 25, S100A4 MyoIIA -1, Cneo AK release 1 and ERAP1 inh 0.
For COCC(=O)Nc1ccc2c(c1)C(=O)N(C)[C@H]1CC[C@H](CC(=O)NC3Cc4ccccc4C3)O[C@H]1CO2 the results were XiGFP reactiv 0.1, C2C12 statin 9, PGC1a acetyl inh -2, LGR2 inh 9, S100A4 MyoIIA -3, Cneo AK release 0, ERAP1 inh 0 and SIRT5 inh -6.
Screening CC=Cc1ccc2n(c1=O)C[C@H]1N[C@@H]2[C@@H](C(=O)NCc2ccc3c(c2)OCO3)[C@@H]1CO (mixture of isomers) returned XiGFP reactiv 0.0, C2C12 statin 47, LGR2 inh 5, S100A4 MyoIIA 11, Cneo AK release 6, ERAP1 inh -3 and SIRT5 inh -12.
For Cc1nc2ccccc2nc(C)c1=NOCc1ccccc1Cl the results were XiGFP reactiv 0.2, PGC1a acetyl inh -1, LGR2 inh -10, S100A4 MyoIIA 1, ERAP1 inh -2 and SIRT5 inh -2.
For Cc1c(/C=C(\C#N)C(=O)NCc2ccccc2)cc(C#N)n1C the results were XiGFP reactiv 0.3, C2C12 statin 7, LGR2 inh -3, S100A4 MyoIIA 3, Cneo AK release 2, ERAP1 inh 7 and SIRT5 inh -3.
`Cc1ccccc1C(=O)N1CCC(C(=O)NC2CCCCC2)CC1` gave C2C12 statin 9, LGR2 inh 13, S100A4 MyoIIA -1, Cneo AK release 1, ERAP1 inh 1 and SIRT5 inh 8.
`Cc1ccc(-c2nnnn2-c2ccc(C)cc2)cc1` gave XiGFP reactiv 0.0, PGC1a acetyl inh -3, LGR2 inh -7, S100A4 MyoIIA 6, ERAP1 inh 4 and SIRT5 inh 2.
Screening C/C(CC(=O)Nc1ccc(N(C)C)cc1)=N\NC(=O)c1ccc([N+](=O)[O-])cc1Cl returned XiGFP reactiv 0.1, C2C12 statin -4, PGC1a acetyl inh 7, LGR2 inh -12, S100A4 MyoIIA 0, Cneo AK release 7, ERAP1 inh -2 and SIRT5 inh 1.

No new results follow: entries from further up.
`O=C(N/N=C/c1cc(Br)ccc1O)C(c1ccncc1)N1CCOCC1` (stereo not drawn) gave XiGFP reactiv 0.1, PGC1a acetyl inh -2, LGR2 inh 20 and Cneo AK release 0.
`CC12CCCCN1CCCc1c2[nH]c2ccccc12` (stereo not drawn) gave C2C12 statin 46, PGC1a acetyl inh -9, LGR2 inh 5, S100A4 MyoIIA 2&14, Cneo AK release 2, ERAP1 inh 0 and SIRT5 inh -6.
For O=C(Nc1ccc(N2CCN(C(=O)c3ccccc3)CC2)c(Cl)c1)c1ncn[nH]1 the results were C2C12 statin 16, PGC1a acetyl inh 1, LGR2 inh 2, S100A4 MyoIIA 1, Cneo AK release -2 and SIRT5 inh -2.

Screens from PubChem BioAssay.
